Compound activity (PubChem BioAssay)
TIM10 inh = growth inhibitors of TIM10 yeast strain; actives 1.4% (n = 330,000); S. cerevisiae TIM10 strain growth, BacTiter-Glo luminescence, 24 h; inhibition, % at 10 µM; AID 463195;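 active = inhibition of 40% or more at the single tested concentration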;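 also: wild-type TIM10 isogenic control strain grown at permissive 25 °C; 0% = DMSO yeast wells and 100% = minimal medium wells without yeast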
UPR XBP1 act = adaptive UPR (XBP1) activation. activation, % at 20 µM. actives 0.33% (n = 330,000). CHO-XBP1 luciferase reporter, IRE1-XBP1 UPR activation, luminescence; percent of tunicamycin response, DMSO as zero;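 active = versus positive control, 20 µM dose yields 30% or more activation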;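 also: 100% = tunicamycin at 10 µg/mL and 0% = DMSO only wells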
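incubation = overnight seeding at 37 °C, 6 h compound treatment at 37 °C | assay system = CHO-XBP1 cells stably carrying IRE1-XBP1-driven luciferase reporter | input = 1000 cells per well | detection = luciferase luminescence | dosing = single point, 20 µM final compound, 1% DMSO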
APJ agonist = activates the human apelin receptor APJ; actives 0.11% (n = 330,000); CHO-K1 APJ PathHunter beta-arrestin, luminescence; 0% DMSO wells, 100% apelin; activation, % at 20 µM; P35414;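 active = activation more than six SD over the plate average, tested at 20 µM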;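 also: 0% = DMSO alone and 100% = apelin-13 at 10 nM; some results filed as inactive read as strong as hits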
Target sequence (P35414 whole entry, looked up): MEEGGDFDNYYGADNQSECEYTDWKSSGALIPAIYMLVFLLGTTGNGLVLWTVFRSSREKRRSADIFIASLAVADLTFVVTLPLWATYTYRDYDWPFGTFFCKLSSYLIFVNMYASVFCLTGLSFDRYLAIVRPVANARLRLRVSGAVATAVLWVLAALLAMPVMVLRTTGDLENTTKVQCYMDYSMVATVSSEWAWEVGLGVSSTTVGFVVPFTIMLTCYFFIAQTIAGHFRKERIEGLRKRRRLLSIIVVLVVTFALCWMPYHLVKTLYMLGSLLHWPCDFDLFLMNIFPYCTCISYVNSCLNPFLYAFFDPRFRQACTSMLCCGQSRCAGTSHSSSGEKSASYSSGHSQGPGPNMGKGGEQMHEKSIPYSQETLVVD
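Assay system: engineered CHO-K1 APJ arrestin reporter cells; Amount: 1000 CHO-K1 reporter cells seeded per well; Dosing: one dose, 20 µM compound, 1% DMSO; Times: compound stimulation 90 min at 25 °C, detection 60 min; Measured by: luminescent beta-gal fragment complementation, chemiluminescent substrate; Read-out: APJ–arrestin association signal; Controls: DMSO vs Apelin-13 10 nM.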
APJ antagonist = antagonists of human APJ apelin receptor; P35414; CHO-K1 APJ beta-arrestin complementation, luminescence; inhibition, % at 20 µM; actives 0.32% (n = 330,000);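 active = inhibition above about 40% at 20 µM, limit read from the data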;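 also: cells challenged with 10 nM apelin-13 agonist together with compound; plate controls were apelin-13 plus DMSO wells for no effect and DMSO wells lacking apelin-13 for full effect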
CHOP UPR activ = apoptotic UPR (CHOP) activation | actives 0.34% (n = 330,000) | AID 449763 | CHO-CHOP luciferase reporter, luminescence; percent of tunicamycin response over DMSO baseline | activation, % at 10 µM;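 active = at 10 µM dose, activation of 40% or more, normalized to positive control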;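 also: 100% = tunicamycin at 10 µg/mL and 0% = DMSO alone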
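Evaluation: % reporter activation, DMSO baseline versus tunicamycin full activation; System: CHO-CHOP luciferase reporter cell line; Input: 500 cells/well; Incubation: 6 h compound treatment, 37 °C; Measured by: Steady-Glo luciferase luminescence; Dosing: one dose, 10 µM in 0.5% DMSO; Buffer or medium: F12 medium, 10% FBS; Benchmarks: positive tunicamycin 10 µg/mL, negative DMSO alone.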
tim10-1 inh = inhibits growth of tim10-1 mutant yeast. S. cerevisiae tim10-1 ts strain growth, BacTiter-Glo, 24 h. inhibition, % at 20 µM. actives 2.2% (n = 330,000). AID 463190;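 active = inhibition of at least 40%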;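 also: mutant grown at 25 °C; 0% = DMSO wells with yeast and 100% = wells holding no yeast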
Mdm2-MdmX inh = human Mdm2/MdmX binding inhibition; O15151+Q00987; SaOS-2 split-luciferase Mdm2/MdmX complementation, luminescence; inhibition, % at 8 µM; actives 3% (n = 330,000);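 active = inhibition of at least 50% at 8 µM in the primary screen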
tim23-1 inh = inhibits growth of tim23-1 mutant yeast; actives 1.3% (n = 330,000); inhibition, % at 20 µM; AID 463212; S. cerevisiae tim23-1 growth, BacTiter-Glo luminescence, 24 h;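 active = growth inhibition of the mutant yeast at or above 50%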;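 also: temperature-sensitive mutant grown at 25 °C; plate controls were DMSO-treated mutant yeast for no effect and medium wells lacking yeast for full effect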
CXCR6 inh = CXCR6 (human) receptor inhibition; O00574; CHO-K1 PathHunter CXCR6 beta-arrestin, luminescence; inhibition, % at 20 µM; actives 0.36% (n = 360,000); AID 602244; in the data active = inhibition above about 34%, passing the limit was not always enough;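 also: antagonist mode with CXCL16 agonist at 10 nM final; 0% = 10 nM CXCL16 with DMSO and 100% = unstimulated wells without agonist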
Target sequence (O00574 whole entry, looked up): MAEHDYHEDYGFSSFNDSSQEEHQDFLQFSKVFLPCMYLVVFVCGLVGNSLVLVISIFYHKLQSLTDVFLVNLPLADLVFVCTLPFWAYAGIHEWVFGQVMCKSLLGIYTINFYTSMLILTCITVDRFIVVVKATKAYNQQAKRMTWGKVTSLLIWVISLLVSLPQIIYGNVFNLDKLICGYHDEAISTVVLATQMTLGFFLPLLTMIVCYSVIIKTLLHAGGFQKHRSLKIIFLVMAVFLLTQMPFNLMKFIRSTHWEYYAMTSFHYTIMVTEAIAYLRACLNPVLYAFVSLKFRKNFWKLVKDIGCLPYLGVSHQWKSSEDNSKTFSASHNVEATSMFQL
An asterisk follows results filed as active; · = no result given.

SMILES	TIM10 inh	UPR XBP1 act	APJ agonist	APJ antagonist	CHOP UPR activ	tim10-1 inh	Mdm2-MdmX inh	tim23-1 inh	CXCR6 inh
O=C(NCc1nnnn1-c1cccc(F)c1)c1ccc(S(=O)(=O)N2CCOCC2)cc1	-1.3	-4.3	-3.7	1.4	0.1	5.4	6.1	5.6	4.1
Cc1cc(/C=N/n2c(COc3ccccc3C)nc3ccccc3c2=O)c(O)c([N+](=O)[O-])c1	43.4*	4.0	-5.2	25.5	1.3	40.7*	56.1*	32.2	17.8
ClC(Br)=C(n1cnc2ccccc21)n1cnc2ccccc21	3.7	0.7	1.3	16.1	2.5	6.7	8.5	27.0	-7.4
O=C(O)c1ccc(-c2noc(-c3ccccc3F)n2)cc1	17.6	-4.2	1.3	11.0	-1.8	17.1	-96.1	23.4	2.0
COc1ccc(N(C(=O)c2snc(C(N)=O)c2N)C(C(=O)NC2CCCC2)c2ccco2)cc1OC (stereo unspecified)	-10.1	0.2	-0.3	-13.6	1.4	11.6	22.9	8.7	5.9
C=CCn1c(SCC(=O)N(C)C)nc2sc3c(c2c1=O)CCC3	-1.2	0.3	-2.7	14.2	-0.7	16.5	14.4	10.7	0.9
Cc1ccc(N2C(=O)C3C4C=CC(CNC(=S)Nc5cccc(Cl)c5)(O4)C3C2=O)cc1 (stereo unspecified)	35.9	-2.5	-2.1	13.1	-0.1	43.6*	-14.6	30.1	7.4
Cc1ccccc1C(=O)Nc1ccnn1C1CCN(C(=O)c2cnsn2)CC1	-5.2	-4.5	-12.2	11.4	-0.4	-3.8	14.5	-14.1	5.2
COc1ccc([N+](=O)[O-])cc1N(CC(=O)Nc1ccccc1C(=O)N1CCCC1)S(C)(=O)=O	-4.7	-2.6	-3.1	6.1	1.4	-4.4	14.1	16.2	7.5
Cc1cc([N+](=O)[O-])nn1CCCC(=O)N1CCN(c2ccccc2)CC1	5.6	-1.7	-5.2	9.6	-1.7	12.9	4.2	14.3	1.1
Cc1ccc(OCC(=O)N(C)CC(=O)Nc2ccc(N3CCOCC3)cc2)cc1	-6.2	-1.1	2.8	21.2	1.1	-4.7	18.3	2.9	-7.9
CCCCSc1cc(=O)n(-c2ccccc2)nc1C(=O)OCC	-41.2	-3.9	-3.2	-5.6	-1.2	-32.6	3.7	-5.2	3.1

Record cards, from the list above:
Listed for `O=C(O)c1ccc(-c2noc(-c3ccccc3F)n2)cc1` → TIM10 inh: 17.6; UPR XBP1 act: -4.2; APJ agonist: 1.3; APJ antagonist: 11.0; CHOP UPR activ: -1.8; tim10-1 inh: 17.1; Mdm2-MdmX inh: -96.1; tim23-1 inh: 23.4; CXCR6 inh: 2.0
Listed for `C=CCn1c(SCC(=O)N(C)C)nc2sc3c(c2c1=O)CCC3` → TIM10 inh: -1.2; UPR XBP1 act: 0.3; APJ agonist: -2.7; APJ antagonist: 14.2; CHOP UPR activ: -0.7; tim10-1 inh: 16.5; Mdm2-MdmX inh: 14.4; tim23-1 inh: 10.7; CXCR6 inh: 0.9

Following part:
SMILES	TIM10 inh	UPR XBP1 act	APJ agonist	APJ antagonist	CHOP UPR activ	tim10-1 inh	Mdm2-MdmX inh	tim23-1 inh	CXCR6 inh
CC(=O)Nc1cccc(N(C(=O)C2COc3ccccc3O2)C(C(=O)NC2CCCCC2)c2cn(C)nc2C)c1 (stereo unspecified)	6.0	1.0	-2.2	-1.4	1.5	8.8	6.7	5.2	-8.6
CC/C(O)=C1\C(=O)CC(C)(C)CC1=NCCc1nc2ccccc2[nH]1	-33.2	-1.6	-0.1	-2.7	-1.6	17.0	19.3	-7.6	-12.5
CC1(C)Oc2ccc(C(=O)Nc3ccccc3F)cc2N(CC(=O)N2CCOCC2)C1=O	-6.5	-2.5	2.3	9.3	0.9	10.0	13.2	11.2	-8.7
N=C(N)SCCc1cnc[nH]1	-2.7	-9.3	-3.4	15.0	-2.1	8.2	-5.8	5.8	2.7
Cc1nnc(SCC(=O)N(CC(C)C)c2c(N)n(Cc3ccccc3)c(=O)[nH]c2=O)n1N	-0.2	-1.1	-4.0	8.0	1.2	1.7	-1.5	-0.1	0.7
COc1cc(/C=C/C(=O)OCC(=O)Nc2cc(C(F)(F)F)ccc2N2CCOCC2)ccc1O	-9.9	3.6	-3.1	0.4	-1.5	10.2	23.3	6.1	6.1
CCN(C(=O)CSc1nc2cc(S(=O)(=O)N(CC)CC)ccc2n1CC)C1CCS(=O)(=O)C1 (stereo unspecified)	5.3	5.1	-2.8	15.9	2.3	5.2	35.1	-0.5	7.8
CC1=C([N+](=O)[O-])C(c2cccc(Br)c2)C2=C(N1)c1ccccc1C2=O (stereo unspecified)	36.1	17.0	-2.7	-3.9	-1.6	30.1	73.9*	36.7	13.6
COc1ccc(OCC(O)CNC(=O)Nc2ccc(F)cc2)cc1 (stereo unspecified)	-21.6	-3.1	-2.6	-4.6	-1.0	-18.0	23.0	-15.7	-0.5
CC(C)NC(=S)N/N=C/c1cccnc1	-19.2	-1.7	0.8	-6.7	0.5	-11.9	17.9	-15.4	-10.3
CCCCCCCCNC(CO)(CO)CO	4.1	-3.7	3.6	0.5	0.0	11.0	3.5	14.1	-1.2
O=c1onc(-c2cccs2)n1Cc1ccccc1	9.9	0.3	-1.1	6.8	0.4	22.9	-8.6	5.9	-4.2
COc1ccc(NC(=O)CSc2ccc3nnc(-c4cccnc4)n3n2)cc1	-7.2	-2.9	0.4	3.0	2.2	-12.2	22.6	-9.8	-3.3
N#Cc1ccccc1NC(=O)C(=O)NCC1CCCN1S(=O)(=O)c1cccs1 (stereo unspecified)	-5.1	-4.9	5.9	-19.9	0.3	2.5	3.3	-1.8	2.4
COc1cc([N+](=O)[O-])c(N2CCOCC2)c([N+](=O)[O-])c1OC	6.7	-0.5	-2.5	-6.5	-0.9	21.0	9.2	18.2	8.9
CCC(=O)Nc1c(C)ccc2nsnc12	-9.7	-1.6	6.0	-8.8	0.9	8.2	20.0	9.8	1.5
Cc1nc(-c2ccc(F)cc2)c(CC(=O)Nc2cc(S(=O)(=O)N3CCCCC3)ccc2C)s1	11.2	2.9	-2.9	11.5	-1.2	-1.1	10.9	3.9	3.5
Cc1cc(C)c2c(c1)OC(=O)CC2c1ccccc1C (stereo unspecified)	-1.5	0.5	·	·	0.3	26.4	-18.3	53.9*	-2.0
O=C1NC(=S)N/C1=C\c1ccccc1OCc1ccc(C(=O)O)cc1	-15.4	-1.2	-1.7	9.3	0.6	1.3	16.6	10.1	-3.0
COc1ccc(OC)c2nc3c(cc12)CCC3	-6.1	-2.6	2.1	8.8	2.7	27.6	-6.7	15.4	-8.5
CC(=O)N(C)c1ccc(NC(=O)C(c2ccccc2)c2ccccc2)cc1	-20.7	-2.6	-6.6	6.0	1.8	-6.5	21.9	13.9	1.5
COC(=O)c1c(NC(=O)COC(=O)[C@@H](NS(=O)(=O)c2ccc(C)cc2)C(C)C)sc2c1CCC2	30.6	0.2	-1.7	-7.8	0.5	22.3	25.7	33.2	5.4
CNC(=O)CC1C(=O)N(c2ccc(Cl)cc2)C(=S)N1CCc1ccc(OC)c(OC)c1 (stereo unspecified)	-17.6	0.5	1.1	5.6	-1.0	26.7	10.0	8.7	-8.7
Cn1cc(Cl)c(-c2nc3ccccc3[nH]2)n1	-2.0	0.6	-4.0	-3.0	1.9	3.3	-39.0	10.6	-3.5
COc1ccc(CCNC(=O)[C@H](C)N2C(=O)N3CCc4c([nH]c5ccccc45)[C@@]3(C)C2=O)cc1OC	4.8	-3.2	-3.3	-43.8	-0.2	6.9	13.4	-14.3	2.3
CCOC(=O)CC1=Nc2ccccc2NC(=O)C1	-29.1	2.2	-2.0	-4.6	-0.7	2.8	-3.0	-5.3	-3.8
Clc1ccc(C2=Nn3c(nnc3-c3n[nH]c4c3CCC4)SC2)cc1	-21.4	15.3	-3.5	11.4	-2.8	15.9	85.3*	-8.7	4.2
c1ccc(CSCc2ccccc2)cc1	-1.2	2.2	-4.1	0.4	2.5	1.9	9.6	13.6	-3.3
Cc1nc2ncnn2c(C)c1CCC(=O)NCCCN1CCN(c2cccc(Cl)c2)CC1	-9.1	-0.2	0.3	-1.9	1.5	6.4	16.4	-2.2	-2.8
COc1ccc(N2C(=O)CC(C3CCCO3)C2=O)cc1 (stereo unspecified)	1.3	-2.5	-1.9	10.5	0.2	0.6	-23.8	3.2	3.0
COC(=O)c1c(NC(=S)Nc2ccccc2Cl)sc(C)c1C	2.2	1.4	0.8	12.2	-0.8	13.8	19.2	6.8	-2.4
Nc1ccc(N2CCN(c3ccc(Cl)c(Cl)c3)CC2)cc1	6.9	4.3	2.0	-12.8	1.1	-109.0	7.2	-57.8	-9.5
COc1ccc(CCNC(=O)C2(c3ccccc3)CC2)cc1	-1.5	-1.2	-4.1	10.8	0.6	12.7	5.4	3.4	4.5
Cc1ccc(C(C)NC(=O)Cc2cccs2)c(C)c1 (stereo unspecified)	10.3	-6.5	1.4	1.1	-0.3	-6.5	18.3	-2.2	3.5
CCCNC(=O)C(CC)NC(=O)c1cccc([N+](=O)[O-])c1 (stereo unspecified)	4.7	-0.3	-2.6	-1.2	0.0	1.9	17.6	5.1	-2.5
CC(=O)c1cc2ccccc2oc1=O	-5.3	0.0	-1.6	7.7	-1.7	-23.1	6.2	-1.8	1.6
C=C(C)Cn1c(CCCNC(=O)CCC)nc2ccccc21	9.3	-0.6	-0.5	6.6	-0.1	5.5	19.2	9.1	6.3
CCOC(=O)c1c(C)[nH]c(C)c1S(=O)(=O)NCCN1CCN(c2ccccc2F)CC1	-1.5	1.3	-2.8	4.7	0.1	19.2	3.2	15.7	-2.4
Cc1cccc(NC(=O)C(NS(=O)(=O)c2ccc3c(c2)CCC(=O)N3)c2ccccc2)n1 (stereo unspecified)	-3.7	-1.8	-1.8	17.7	0.7	8.6	9.8	8.2	-0.5
[N-]=[N+]=CC(=O)c1ccnc(C(=O)C=[N+]=[N-])c1	-10.4	0.1	-4.6	1.1	-3.3	19.4	17.7	11.2	-10.4
CCOC(=O)c1cnc(SCC(=O)Nc2ccc(N3CCOCC3)cc2)nc1N	7.5	0.6	-3.8	-6.5	1.1	12.2	-16.4	-9.7	·
CC1Cc2ccccc2N1C(=O)c1cnsn1 (stereo unspecified)	-13.4	1.8	1.5	9.8	1.5	0.0	10.5	-5.4	-5.4
CCN(C(=O)COC(=O)c1[nH]c(C)c(C(C)=O)c1C)c1c(N)n(Cc2ccccc2)c(=O)[nH]c1=O	0.2	0.8	0.6	-6.2	-0.5	1.0	-10.6	3.5	5.5
Cc1ccc(OCC(=O)NNc2c3ccccc3nc3ccccc23)cc1	22.1	-2.5	3.2	0.6	0.7	27.6	56.2*	-3.7	0.5

Only part of the results is shown; rates above refer to the full screens.
